Bioassay records from PubChem BioAssay.
M4 antag: CHRM4 antagonism in calcium assay. P08173. CHO-hM4 cells, ACh EC80, Fluo-8 calcium fluorescence. inhibition, % at 3 µM. actives 0.73% (n = 360,000). AID 624125;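 active = inhibition above its plate's cutoff, the mean inhibition of sample wells plus 3 SD, cut at about 27% in these data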;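 note: 0% = acetylcholine EC80 with DMSO and 100% = DMSO without agonist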
Target sequence (P08173 whole entry, looked up): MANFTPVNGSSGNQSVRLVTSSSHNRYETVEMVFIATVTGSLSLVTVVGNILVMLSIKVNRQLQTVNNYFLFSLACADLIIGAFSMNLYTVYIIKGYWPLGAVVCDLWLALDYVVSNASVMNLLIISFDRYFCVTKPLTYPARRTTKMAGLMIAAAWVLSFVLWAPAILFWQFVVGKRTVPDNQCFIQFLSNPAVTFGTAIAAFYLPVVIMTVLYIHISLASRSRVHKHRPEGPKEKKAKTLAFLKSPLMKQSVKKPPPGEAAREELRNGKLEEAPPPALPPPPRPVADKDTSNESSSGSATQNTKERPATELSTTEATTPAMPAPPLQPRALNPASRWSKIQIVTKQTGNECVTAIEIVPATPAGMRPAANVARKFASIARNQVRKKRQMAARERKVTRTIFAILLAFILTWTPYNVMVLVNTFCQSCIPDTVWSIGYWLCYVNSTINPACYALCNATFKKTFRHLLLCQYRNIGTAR
M5 antag: CHRM5 antagonism in calcium assay | P08912 | actives 0.59% (n = 360,000) | inhibition, % at 3 µM | AID 624040 | CHO-hM5 cells, Fluo-8 calcium fluorescence, ACh EC80;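 active = inhibition above a per-plate cutoff, the mean of that plate's test compounds plus 3 SD, cut at about 27% in these data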;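 note: 0% = acetylcholine EC80 with DMSO and 100% = DMSO without agonist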
Target sequence (P08912 whole entry, looked up): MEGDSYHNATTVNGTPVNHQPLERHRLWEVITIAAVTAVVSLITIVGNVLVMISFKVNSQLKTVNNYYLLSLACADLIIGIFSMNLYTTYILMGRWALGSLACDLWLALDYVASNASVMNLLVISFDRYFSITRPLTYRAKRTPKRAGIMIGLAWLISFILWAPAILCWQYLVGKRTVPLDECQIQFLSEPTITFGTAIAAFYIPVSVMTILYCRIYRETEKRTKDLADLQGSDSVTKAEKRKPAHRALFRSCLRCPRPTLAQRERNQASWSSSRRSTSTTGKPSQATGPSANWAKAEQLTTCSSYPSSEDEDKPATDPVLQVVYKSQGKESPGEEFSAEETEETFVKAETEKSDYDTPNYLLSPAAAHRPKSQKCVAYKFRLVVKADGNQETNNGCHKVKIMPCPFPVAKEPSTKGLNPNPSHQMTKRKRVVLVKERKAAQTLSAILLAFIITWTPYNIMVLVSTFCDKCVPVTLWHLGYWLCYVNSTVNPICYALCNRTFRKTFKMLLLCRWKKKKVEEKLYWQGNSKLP
CRFR2-BP ag: agonists of human CRF-binding protein/CRF-R2 receptor complex; HEK293 CRF-R2/CRF-BP, calcium dye fluorescence (FLIPR); percent of saturating CRF peptide response; activation, % at 13.2 µM; actives 0.46% (n = 350,000); AID 588473;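 active = activation of at least 50%, plus an integration ratio under a set limit after plate pattern correction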;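 note: plate controls were neutral control wells without compound for no effect and CRF at EC100 for full effect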
CHRM1 antagonist: human CHRM1 antagonism | P11229 | CHO-K1 hM1, Fluo-8 calcium fluorescence, ACh EC80 antagonist | inhibition, % at 3 µM | actives 1.3% (n = 360,000) | AID 588852;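 active = percent inhibition above its own plate's cutoff, namely the mean of that plate's compound wells plus 3 SD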;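 note: peak over basal fluorescence ratio during 140 s after agonist addition; 0% = ACh EC80 plus DMSO and 100% = DMSO alone without agonist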
M5 ag: CHRM5 agonism in calcium assay | CHO-K1 hM5 cells, Fluo-8 calcium fluorescence; 0% DMSO wells, 100% maximal acetylcholine response | activation, % at 3 µM | actives 0.19% (n = 360,000) | AID 624037;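 active = activation above the run's mean over test compounds plus 3 SD, cut at about 23% in these data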;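 note: signal is peak over basal fluorescence ratio across the kinetic read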
M4 ag: agonists of human muscarinic M4 receptor (CHRM4) | P08173 | actives 0.14% (n = 360,000) | activation, % at 3 µM | AID 624127 | CHO-K1 hM4/Gqi5, Fluo-8 calcium fluorescence; vehicle 0%, full acetylcholine response 100%;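 active = activation above the run mean over all test wells plus 3 SD, cut at about 32% in these data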;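 note: peak over basal fluorescence ratio per well then scaled between controls; 0% = DMSO wells and 100% = acetylcholine at EC100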
M4 PAM: potentiates acetylcholine response at human M4 receptor. P08173. CHO-K1 hM4/Gqi5, Fluo-8 calcium fluorescence, ACh EC20; 0% = ACh EC20, 100% = maximal ACh. activation, % at 3 µM. actives 0.4% (n = 360,000). AID 624126;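 active = activation above its plate's cutoff, the mean activation of sample wells plus 3 SD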; note: some results filed as inactive read as strong as hits
CHRM5 PAM: positive allosteric modulators of human muscarinic M5 receptor. P08912. CHO-K1 hM5, Fluo-8 calcium, ACh EC20 PAM; 0% = ACh EC20, 100% = ACh EC100. activation, % at 3 µM. actives 0.3% (n = 360,000). AID 624038;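 active = activation above the run cutoff, the mean activation of all test compounds plus 3 SD, cut at about 18% in these data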
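Assay system – human M5 receptor in CHO-K1 cells · Read-out – % activation, ACh-normalized · Technique – Fluo-8 calcium fluorescence · Dosing – single-point, 3 µM nominal · Incubation – Fluo-8 loading 80 min at 37 °C plus 30 min room temperature · Repeats – singlicate, one well per test compound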
M1 PAM: human CHRM1 positive allosteric modulation; P11229; CHO-K1 hM1, Fluo-8 calcium fluorescence, ACh EC20; 0% = ACh EC20, 100% = maximal ACh; activation, % at 3 µM; actives 0.088% (n = 360,000); AID 588819; in the data active = activation above about 19%, passing the limit was not always enough
* hit, by the source's call; / = not tested or not shown. Outcome played no part in choosing rows. Share with any hit: about 2.8%.

Second line of a record: M4 antag	M5 antag	CRFR2-BP ag	CHRM1 antagonist	M5 ag	M4 ag	M4 PAM	CHRM5 PAM	M1 PAM
> Fc1ccc(F)c(C2=NNC(=Nc3ccccc3F)SC2)c1
    -5.2	-1.8	-1.6	-8.8	-0.7	0.7	6.6	-2.0	7.9
> CN1CCN(C2=Nc3c(Cl)cc(Cl)c4cccc2c34)CC1
    -1.5	6.7	14.9	-0.8	-8.7	2.1	0.8	6.0	5.2
> O=c1c(-c2nc3ccccc3s2)cccn1Cc1ccccc1
    -13.9	-2.4	-0.5	-7.5	-1.6	0.7	6.0	-4.2	0.4
> C=CCn1c(-c2ccc(Cl)cc2)cnc1SC(C)C(=O)NC(N)=O (stereo not drawn)
    -31.5	-2.0	-0.8	6.2	-2.3	17.5	-6.0	-8.3	-5.0
> Clc1nnc2ccc(-c3ccccc3)nn12
    15.9	-8.9	-0.5	-14.5	2.0	-0.4	18.8	9.7	17.7
> NC(=O)CCC(C(=O)O)N1C(=O)c2ccc(O)cc2C1=O (stereo not drawn)
    8.0	6.8	-0.1	-11.7	-1.3	0.1	-1.8	0.9	17.9
> Cc1ccc(S(=O)(=O)N(CC(=O)NN=C2CCN(C)CC2)c2ccc(F)cc2)cc1
    -1.1	7.3	-2.0	-2.8	-2.2	1.1	6.5	-0.3	7.0
> COc1cc(OC)cc(C(=O)N[C@H](C(=O)OCC(=O)NC(C)c2ccccc2)C(C)C)c1 (stereo partly drawn)
    3.6	-0.5	101.9*	-3.3	11.8	14.9	5.1	7.3	6.0
> CCCOC(=O)c1c(N)sc(C(=O)OCC)c1C
    -16.4	8.7	0.2	-9.6	-1.3	-3.3	6.3	-2.8	8.1
> O=C(COC(=O)Cc1c(Cl)cccc1Cl)NCC1CCCO1 (stereo not drawn)
    9.4	9.1	-1.0	-0.3	2.1	0.1	0.8	0.6	3.1
> CCCCN(C)Cc1c(O)ccc2c(-c3ccccc3)cc(=O)oc12
    -5.9	-5.0	-1.4	22.8	-4.4	1.3	-3.1	4.7	-9.4
> CCCc1cc(=O)c2ccc(OC/C(C)=N/O)cc2o1
    2.2	8.9	4.0	7.9	-2.1	14.2	-21.5	-13.3	4.4
> CCC(=O)c1cn(CCOc2ccccc2OC)c2ccccc12
    5.5	18.6	-0.4	-3.8	1.8	13.9	-7.9	-7.8	-0.1
> O=C(Cc1ccccc1)NCCn1ccc2ccccc21
    3.6	8.7	0.6	-6.5	1.2	7.2	-5.7	-7.6	1.5
> Cc1ccc(-n2c(O)c(C=NC3CCS(=O)(=O)C3)c3ccccc3c2=O)c(C)c1 (stereo not drawn)
    -3.5	23.5	2.7	8.6	-3.3	14.6	-23.4	-24.5	-4.4

Part of the list above, limited to M4 ag.
mol | M4 ag
CCCCN(C)Cc1c(O)ccc2c(-c3ccccc3)cc(=O)oc12 | 1.3
CCCc1cc(=O)c2ccc(OC/C(C)=N/O)cc2o1 | 14.2
CCC(=O)c1cn(CCOc2ccccc2OC)c2ccccc12 | 13.9
O=C(Cc1ccccc1)NCCn1ccc2ccccc21 | 7.2
Cc1ccc(-n2c(O)c(C=NC3CCS(=O)(=O)C3)c3ccccc3c2=O)c(C)c1 (stereo not drawn) | 14.6

The list continues:
Second line of a record: M4 antag	M5 antag	CRFR2-BP ag	CHRM1 antagonist	M5 ag	M4 ag	M4 PAM	CHRM5 PAM	M1 PAM
> CCC(=O)Nc1cccc(-c2nnc(SCC(=O)c3ccccc3)n2C)c1
    5.3	-0.8	2.2	-17.8	2.6	0.9	-0.3	-3.7	7.1
> CCOC(=O)c1cnc2c(-c3ccccc3)c(-c3ccccc3)nn2c1C
    5.5	4.3	4.7	-20.7	-2.9	1.2	-0.7	0.1	13.1
> O=C(COc1ccc2c(c1)CCC2)NCc1cccc(Cl)c1
    15.8	-0.1	2.6	7.0	-5.3	0.2	-6.5	13.6	-8.6
> COc1ccc(CCNC(=O)C2CCN(C(=O)c3ccc(F)cc3)CC2)cc1
    -11.0	2.3	-2.6	-17.9	3.0	1.4	-2.0	-3.8	17.5
> CCCc1c(C(=O)N/N=C(\C)CCc2ccccc2)nnn1-c1nonc1N
    -25.5	-11.8	5.9	-4.6	-3.0	2.1	14.9*	-2.2	5.4
> O=C(CN1CCOCC1)Nc1c2c(nc3ccccc13)N(Cc1ccccc1)CC2
    -0.9	-3.0	-6.1	-14.2	0.2	2.9	-0.9	2.8	6.7
> Nc1[nH]c(C(=O)c2ccccc2)c(-c2ccncc2)c1C(=O)NCc1cccc2ccccc12
    1.7	8.2	/	/	8.8	15.9	-11.3	-9.3	/
> Cc1cc2cc(CNC(=S)NC3CCCCC3)ccc2[nH]1
    -8.8	6.1	0.7	-2.1	1.1	1.5	10.7	-2.4	4.6
> CN(C)c1ccc(S(=O)(=O)c2ccc(Cl)cc2)cc1
    -0.8	10.4	-0.5	-4.2	-3.7	1.5	-9.7	-16.6	4.6
> Cc1ccccc1NC(=O)COC(=O)COc1ccc2ccc(=O)oc2c1
    4.0	1.4	-0.3	-12.2	1.9	4.8	1.7	-6.6	-2.3
> CCN(CC)c1nc(C)c(C(=S)Nc2cc([N+](=O)[O-])ccc2Cl)s1
    -0.7	12.0	23.1	-0.1	-3.8	1.8	0.5	5.6	3.2
> COc1ccc(-c2cccc(N3CCN(c4ccccn4)CC3)n2)cc1OC
    -7.8	3.4	/	-8.7	0.7	10.8	-8.1	-9.2	-0.9
> O=C(NCc1ccccc1C(F)(F)F)C1CC(c2cc(C(F)(F)F)cc(C(F)(F)F)c2)=NO1 (stereo not drawn)
    5.5	-1.3	4.8	-0.4	2.9	1.1	0.6	0.6	-0.8
> Cc1ccc(S(=O)(=O)N2CCC(C(=O)NC3CCCC3)CC2)cc1Cl
    3.6	10.0	-1.7	0.3	-0.8	0.8	-7.8	-7.0	-0.7
> COc1ccc(-c2nc3scc(-c4ccccc4)n3n2)cc1
    -2.1	1.2	0.7	5.5	-10.3	-1.2	-0.7	-11.7	-1.7

Continued, starting with the last 2 of the part before.
Second line of a record: M4 antag	M5 antag	CRFR2-BP ag	CHRM1 antagonist	M5 ag	M4 ag	M4 PAM	CHRM5 PAM	M1 PAM
> Cc1ccc(S(=O)(=O)N2CCC(C(=O)NC3CCCC3)CC2)cc1Cl
    3.6	10.0	-1.7	0.3	-0.8	0.8	-7.8	-7.0	-0.7
> COc1ccc(-c2nc3scc(-c4ccccc4)n3n2)cc1
    -2.1	1.2	0.7	5.5	-10.3	-1.2	-0.7	-11.7	-1.7
> COc1ccc(C2(C)NC(=O)N(CC3CCCCC3)C2=O)cc1 (stereo not drawn)
    -5.3	11.7	3.0	8.9	-1.6	3.1	4.1	-0.2	0.1
> O=c1c2cc(F)ccc2[nH]c(=S)n1Cc1ccc(F)cc1
    -3.3	-2.0	5.0	3.6	-5.4	2.2	-6.2	-3.7	-4.2
> O=C(c1ccccc1)c1ccc(N2CCOCC2)c(F)c1
    2.9	-5.3	-0.7	3.0	2.6	2.4	-3.6	1.9	0.0
> CC(C)C(NC(=O)c1ccccc1NC(=O)c1ccccc1)C(=O)NCCCn1ccnc1 (stereo not drawn)
    -5.8	18.1	0.0	-5.1	-4.1	0.9	1.7	-1.2	15.6
> CC(=O)C1C(c2ccc(C)cc2)c2c(noc2C)CC1(C)O (stereo not drawn)
    -16.2	1.5	0.9	-5.1	-6.5	1.3	8.1	11.7	7.3
> CC1CCCN(C(=O)c2nn(C)c3c2CSc2ccccc2-3)C1 (stereo not drawn)
    -14.1	-5.1	-0.7	0.2	-0.8	0.7	7.1	-2.6	-5.7
> CC1=C(C)CC(C(=O)Nc2ccc3c(c2)OCO3)C(C(=O)O)C1 (stereo not drawn)
    -7.7	0.1	-1.6	5.9	2.8	14.7	-10.9	-13.4	-13.7
> O=C(CNCC1CCCO1)N1CCCCCC1 (stereo not drawn)
    -20.7	-3.0	3.1	6.4	-3.2	1.3	6.0	4.0	-0.6
> COc1ccc(-n2c(=O)[nH]c3cc(C(=O)NCCc4ccc(Cl)cc4)ccc3c2=O)cc1OC
    5.2	-1.2	0.3	-9.8	5.0	1.1	2.2	2.0	9.2
> CCC(C(=O)NCc1ccco1)N(Cc1cccs1)C(=O)CNS(=O)(=O)c1ccccc1 (stereo not drawn)
    -0.1	-3.0	0.2	-0.4	-2.9	2.0	2.4	-3.1	3.6
> O=C(CNCc1ccco1)Nc1ccc(Oc2ccccc2)cc1
    1.7	-3.8	0.0	2.9	-5.0	1.2	-10.2	8.2	-9.1
> Cc1ccc(Cl)c2c1NC(=O)C2(O)CC(=O)c1ccccc1O (stereo not drawn)
    -3.7	-6.1	-3.9	-35.1	0.6	2.9	4.9	12.8	9.6
> CC1CC(=O)Nc2ccccc2N1S(=O)(=O)c1ccc(C(F)(F)F)cc1 (stereo not drawn)
    1.2	8.0	1.1	-4.6	-1.6	0.8	-1.5	-3.8	5.2
> CN(C)c1ccc(/C=C2/C[N+](C)(C)C/C(=C/c3ccc(N(C)C)cc3)C2=O)cc1
    -0.9	9.8	41.5	-3.5	11.4	2.4	-1.4	-8.7	-1.6
> Cc1nc(N/C(N)=N/S(=O)(=O)c2ccc([N+](=O)[O-])cc2)nc2ccccc12
    -4.7	-0.8	-3.2	1.0	-0.3	-0.4	3.6	3.4	9.8
> OC(c1ccc(F)c(F)c1)c1nc(-c2cccc(C(F)(F)F)c2)cs1 (stereo not drawn)
    6.1	-2.3	/	-4.5	-2.0	0.5	5.3	-0.9	0.7
> O=C1c2ccccc2C2(c3ccccc3)NCCN12 (stereo not drawn)
    3.0	-2.5	-3.2	4.1	0.8	0.1	2.1	-0.7	0.6
> COC(=O)Cc1c(C(=O)OC)nnn1-c1cccc(C(F)(F)F)c1
    14.1	4.6	7.2	5.6	0.5	0.6	-5.1	0.9	-3.7
> O=S(=O)(NCc1ccc(F)cc1)c1ccc(-c2cnc(C3CC3)o2)cc1
    8.2	17.8	1.7	5.1	-1.9	8.1	-7.9	-10.6	-8.8
> CN1CCN(S(=O)(=O)c2ccc(Oc3cccc(C(F)(F)F)c3)nc2)CC1
    2.3	5.2	0.3	-6.6	0.4	0.8	4.8	-2.2	7.7
> O=C(CCCSc1nc2ccccc2[nH]1)NC1CCCCC1
    -6.2	8.6	-2.0	14.4	-0.2	0.6	5.6	-1.8	4.6
> CC(=O)c1c(O)cc(C)n(-c2ccc(F)cc2)c1=O
    9.2	1.8	-0.2	-3.4	-1.7	0.2	-1.8	3.0	6.9
> O=C(COC(=O)CCCNC(=O)c1ccc(Cl)cc1)Nc1cc(Cl)c(Cl)cc1Cl
    -0.7	0.0	-3.0	-9.5	-1.6	0.4	5.0	2.8	12.6
> C[C@H](CO)N1C[C@H](C)[C@@H](CN(C)S(=O)(=O)c2ccccc2C#N)OCc2cnnn2CCCC1=O
    9.1	3.4	-0.6	-12.0	-1.1	-0.1	-2.7	-0.4	10.7
> CCCS(=O)(=O)NC(=O)C1(C)CCCN(C(=O)c2cccc(C)c2C)C1 (stereo not drawn)
    -2.6	0.3	/	-12.3	0.9	0.6	-3.3	-3.6	10.6
> COc1ccc(CN2CCNC(=O)C2CC(=O)N(C)Cc2ccon2)c(OC)c1 (stereo not drawn)
    0.0	2.4	1.0	-12.4	-0.4	1.7	6.0	3.9	13.8
